proCasp3 act = activates human procaspase-3. recombinant procaspase-3 D3A, Ac-DEVD-pNA absorbance 405 nm. activation, % at 8.5 µM. hit rate 0.11% among 330,000. AID 463141;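 active = activation above the mean of all tested compounds plus 3 SD, cut at about 21% in these data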;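 also: 0% = DMSO alone and 100% = DMSO wells spiked with extra 5 µM PC-3 D3A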
Target sequence (P42574 whole entry D9A/D28A/D175A): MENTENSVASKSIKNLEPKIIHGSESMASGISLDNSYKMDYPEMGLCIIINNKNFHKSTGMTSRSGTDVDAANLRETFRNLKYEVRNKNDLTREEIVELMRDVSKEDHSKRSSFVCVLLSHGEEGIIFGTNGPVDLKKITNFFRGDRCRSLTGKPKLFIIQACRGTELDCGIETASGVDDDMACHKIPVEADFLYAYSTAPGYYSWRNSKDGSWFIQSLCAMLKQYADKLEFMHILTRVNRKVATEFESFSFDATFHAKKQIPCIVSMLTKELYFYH
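Compound: 8.5 µM single point, 0.8% DMSO / Material: Autoprocessing-dead procaspase-3 D3A mutant enzyme / Timing: 1 h preincubation plus 2 h reaction at 25 °C / Medium: Zinc-free HEPES/NaCl buffer with 0.01% Triton X-100 at pH 7.4 / Technique: 405 nm absorbance of p-nitroaniline, reads at 0 and 120 min / Repeats: one well per compound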
AHR act = activators of human aryl hydrocarbon receptor; AID 2796; AHR-responsive luciferase reporter cells, luminescence; hit rate 2.5% among 320,000; activation, % at 5 µM; in the data active = activation above about 47%;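 also: 0% = vehicle wells and 100% = reference agonist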
Target sequence (P35869 whole entry, looked up): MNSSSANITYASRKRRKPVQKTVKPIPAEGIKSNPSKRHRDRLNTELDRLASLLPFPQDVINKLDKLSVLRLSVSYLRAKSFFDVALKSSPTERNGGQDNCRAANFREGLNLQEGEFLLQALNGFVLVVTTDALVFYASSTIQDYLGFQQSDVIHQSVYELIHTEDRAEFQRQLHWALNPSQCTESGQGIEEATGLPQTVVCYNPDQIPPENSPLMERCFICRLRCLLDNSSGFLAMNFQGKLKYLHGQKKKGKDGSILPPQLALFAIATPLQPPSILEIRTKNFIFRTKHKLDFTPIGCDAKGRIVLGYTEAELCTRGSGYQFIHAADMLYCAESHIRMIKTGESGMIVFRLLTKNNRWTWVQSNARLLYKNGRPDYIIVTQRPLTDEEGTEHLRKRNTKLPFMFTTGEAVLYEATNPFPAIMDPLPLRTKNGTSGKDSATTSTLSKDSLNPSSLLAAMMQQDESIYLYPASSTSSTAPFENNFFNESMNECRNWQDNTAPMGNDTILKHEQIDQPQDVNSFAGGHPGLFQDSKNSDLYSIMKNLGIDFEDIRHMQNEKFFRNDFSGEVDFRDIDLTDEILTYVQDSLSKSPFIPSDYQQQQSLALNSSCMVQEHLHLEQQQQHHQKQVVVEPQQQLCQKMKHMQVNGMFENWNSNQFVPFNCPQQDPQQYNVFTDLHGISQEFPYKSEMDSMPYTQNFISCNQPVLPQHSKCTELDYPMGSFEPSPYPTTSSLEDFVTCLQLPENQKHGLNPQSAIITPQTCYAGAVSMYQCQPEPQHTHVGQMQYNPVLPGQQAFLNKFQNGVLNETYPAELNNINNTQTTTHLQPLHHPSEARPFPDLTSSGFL
CIT2 TOR yeast = modulators of TOR pathway CIT2-GFP in S. cerevisiae; S. cerevisiae CIT2-GFP strain, flow cytometry, 3 h; 100 means same as DMSO wells; GFP response vs DMSO, % at 10 µM; hit rate 0.065% among 320,000; AID 2029;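 active = GFP response relative to DMSO above a set limit, near the screen mean plus 3 SD, cut at about 150% in these data; inconclusive = Fewer than 70 cells measured for a yeast strain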;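 also: ratio of well median GFP fluorescence to mean of DMSO wells on the plate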
LAP4-GFP MLPCN = alters LAP4-GFP fluorescence in TOR pathway yeast screen; S. cerevisiae LAP4-GFP multiplex, flow cytometry GFP, 3 h; median GFP as percent of DMSO wells; GFP response vs DMSO, % at 10 µM; hit rate 0.34% among 320,000; AID 2023;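 active = GFP response vs DMSO above a set limit, about the screen mean plus 3 SD, cut at about 150% in these data; inconclusive = under 70 cell events counted for the yeast strain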
RPL19A-GFP yeast = alters RPL19A-GFP fluorescence in TOR pathway yeast screen. S. cerevisiae RPL19A-GFP strain, flow cytometry, 3 h; active compounds read low. AID 2025. percent response vs DMSO, % at 10 µM. hit rate 0.3% among 330,000;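 active = percent response vs DMSO below 50%; inconclusive = fewer than 70 events counted for the yeast strain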;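 also: median channel GFP fluorescence of the barcoded RPL19A-GFP strain; ratio of sample median GFP to plate DMSO average so 100% = DMSO; lower means less RPL19A-GFP as with rapamycin TOR inhibition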
procasp7 counter = counter-screen: procaspase-7 (human) activation; recombinant procaspase-7, Ac-DEVD-pNA absorbance 405 nm; D23A/D198A/D206A triple mutant, cannot self-cleave; scale: DMSO 0, 5 µM enzyme 100; activation, % at 8.5 µM; hit rate 0.093% among 330,000; AID 463210;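 active = percent activation above the screen-wide mean plus 3 SD, cut at about 25% in these data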
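System: Uncleavable procaspase-7 mutant enzyme; Amount: 2 µM procaspase-7 mutant as dispensed; Schedule: 1 h compound preincubation, 2 h substrate cleavage, 25 °C; Measured by: 405 nm absorbance of p-nitroaniline; Evaluation: percent activation from buffer-corrected 0–120 min absorbance change; Control set: low DMSO alone, high DMSO plus 5 µM PC-7.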
MEP2 TOR yeast = yeast TOR pathway MEP2-GFP modulation | S. cerevisiae MEP2-GFP strain, flow cytometry GFP, 3 h; 100% = DMSO control level | GFP response vs DMSO, % at 10 µM | hit rate 0.51% among 330,000 | AID 2016;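 active = GFP response versus DMSO above a set limit, roughly screen mean plus 3 SD, cut at about 180% in these data; inconclusive = fewer than 70 cells counted for a yeast strain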;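 also: median GFP fluorescence of the barcode-gated MEP2-GFP cells per well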
AGP1-GFP MLPCN = yeast TOR pathway AGP1-GFP modulation | AID 2066 | S. cerevisiae AGP1-GFP multiplex flow cytometry, 3 h; GFP as percent of DMSO wells | GFP response vs DMSO, % at 10 µM | hit rate 0.02% among 320,000;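 active = GFP response relative to DMSO above a set limit, near screen average plus 3 SD, cut at about 150% in these data; inconclusive = fewer than 70 cells counted for the yeast strain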;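 also: median GFP channel fluorescence of the gated AGP1 strain per well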
* hit, by the source's call; [ ] = dose if it differs, or a comment.

Results for CCC(C)NC(=O)c1cn(CC)c2cc(N3CCN(C(=O)c4ccco4)CC3)c(F)cc2c1=O (stereo not drawn) ?
proCasp3 act: -3; AHR act: 2; CIT2 TOR yeast: 95; LAP4-GFP MLPCN: 105; RPL19A-GFP yeast: 97; procasp7 counter: 2; MEP2 TOR yeast: 108; AGP1-GFP MLPCN: 95

Results for COc1cccc(COC(=O)C2CCN(S(=O)(=O)c3cccs3)CC2)c1OC ?
proCasp3 act: -4; AHR act: 2; CIT2 TOR yeast: 86; LAP4-GFP MLPCN: 94; RPL19A-GFP yeast: 89; procasp7 counter: -5; MEP2 TOR yeast: 96; AGP1-GFP MLPCN: 89

What do the screens show for `O=S(=O)(c1ccc(-c2cnc(C3CC3)o2)cc1)N1CCN(c2ccccc2)CC1`?
proCasp3 act: 9; AHR act: 2; CIT2 TOR yeast: 108; LAP4-GFP MLPCN: 102; RPL19A-GFP yeast: 106; procasp7 counter: 4; MEP2 TOR yeast: 106; AGP1-GFP MLPCN: 108

Results for COc1ccc(N(CC(=O)Nc2ccc3c(c2)OCO3)S(=O)(=O)c2ccccc2)cc1 ?
proCasp3 act: -2; AHR act: 42; CIT2 TOR yeast: 104; LAP4-GFP MLPCN: 107; RPL19A-GFP yeast: 101; procasp7 counter: 10; MEP2 TOR yeast: 113; AGP1-GFP MLPCN: 116

Results for COCOc1ccc(/C=C/C(=O)c2c(O)cc(OCOC)cc2OCOC)cc1 ?
proCasp3 act: 0; AHR act: 3; CIT2 TOR yeast: 97; LAP4-GFP MLPCN: 106; RPL19A-GFP yeast: 100; procasp7 counter: 4; MEP2 TOR yeast: 104; AGP1-GFP MLPCN: 101

Results for COc1ccc(CCNCc2cc(C)n(-c3ccc(OC)cc3)c2C)cc1 ?
proCasp3 act: -5; AHR act: 2; CIT2 TOR yeast: 104; LAP4-GFP MLPCN: 95; RPL19A-GFP yeast: 105; procasp7 counter: -27; MEP2 TOR yeast: 85; AGP1-GFP MLPCN: 100

What do the screens show for `O=C(CNc1cc(S(=O)(=O)N2CCCC2)ccc1OCC(F)(F)F)Nc1cc(Cl)cc(Cl)c1`?
proCasp3 act: 3; AHR act: 4; CIT2 TOR yeast: 97; LAP4-GFP MLPCN: 94; RPL19A-GFP yeast: 98; procasp7 counter: 2; MEP2 TOR yeast: 95; AGP1-GFP MLPCN: 96

Results for CNC(=S)N(Cc1ccco1)Cc1cc2cc3c(cc2[nH]c1=O)OCCO3 ?
proCasp3 act: -7; AHR act: 37; CIT2 TOR yeast: 113; LAP4-GFP MLPCN: 100; RPL19A-GFP yeast: 106; procasp7 counter: 5; MEP2 TOR yeast: 107; AGP1-GFP MLPCN: 110

How did O=S(=O)(NCCc1ccncc1)c1ccccc1 do in these assays?
proCasp3 act: -3; AHR act: 3; CIT2 TOR yeast: 97; LAP4-GFP MLPCN: 97; RPL19A-GFP yeast: 101; procasp7 counter: -12; MEP2 TOR yeast: 99; AGP1-GFP MLPCN: 96

How did O=C(/C=C/c1ccc(F)cc1)Nc1cccc(S(=O)(=O)Nc2cccc(C(F)(F)F)c2)c1 do in these assays?
proCasp3 act: 3; AHR act: 31; CIT2 TOR yeast: 100; LAP4-GFP MLPCN: 86; RPL19A-GFP yeast: 103; procasp7 counter: 7; MEP2 TOR yeast: 100; AGP1-GFP MLPCN: 95

What do the screens show for `O=C(CSc1nnc(NC(=O)C2CC(=O)N(c3ccccc3)C2)s1)NCC1CCCO1` (stereo not drawn)?
proCasp3 act: 4; AHR act: -1; CIT2 TOR yeast: 105; LAP4-GFP MLPCN: 120; RPL19A-GFP yeast: 102; procasp7 counter: 0; MEP2 TOR yeast: 115; AGP1-GFP MLPCN: 110

Results for COc1cccc(C(=O)N2CCN(Cc3ccccc3[N+](=O)[O-])CC2)c1 ?
proCasp3 act: -1; AHR act: 2; CIT2 TOR yeast: 100; LAP4-GFP MLPCN: 91; RPL19A-GFP yeast: 99; procasp7 counter: 4; MEP2 TOR yeast: 99; AGP1-GFP MLPCN: 97

Results for COc1cccc(N2C(=O)CC(N3CCN(c4ccc([N+](=O)[O-])cc4)CC3)C2=O)c1 (stereo not drawn) ?
proCasp3 act: -11; AHR act: -2; CIT2 TOR yeast: 98; LAP4-GFP MLPCN: 90; RPL19A-GFP yeast: 101; procasp7 counter: -4; MEP2 TOR yeast: 90; AGP1-GFP MLPCN: 96

How did COc1ccc2ccccc2c1CN(C)Cc1ccccc1 do in these assays?
proCasp3 act: 5; AHR act: 2; CIT2 TOR yeast: 89; LAP4-GFP MLPCN: 88; RPL19A-GFP yeast: 94; procasp7 counter: 11; MEP2 TOR yeast: 96; AGP1-GFP MLPCN: 91

Results for CCCCCCCCN1[C@@H](CC(=O)O)c2ccc(C(F)(F)F)cc2S1(=O)=O ?
proCasp3 act: 40*; AHR act: 1; CIT2 TOR yeast: 88; LAP4-GFP MLPCN: 114; RPL19A-GFP yeast: 101; procasp7 counter: -1; MEP2 TOR yeast: 91; AGP1-GFP MLPCN: 92

Results for Cc1ccc(C(=O)N(Cc2sccc2C)C2CCS(=O)(=O)C2)cc1 (stereo not drawn) ?
proCasp3 act: 7; AHR act: -3; CIT2 TOR yeast: 107; LAP4-GFP MLPCN: 96; RPL19A-GFP yeast: 103; procasp7 counter: -1; MEP2 TOR yeast: 100; AGP1-GFP MLPCN: 102

How did O=C(NCCCN1CCN(Cc2ccccc2)CC1)C1CCN(c2nnc(-n3cccc3)s2)CC1 do in these assays?
proCasp3 act: -2; AHR act: 0; CIT2 TOR yeast: 108; LAP4-GFP MLPCN: 102; RPL19A-GFP yeast: 100; procasp7 counter: -3; MEP2 TOR yeast: 107; AGP1-GFP MLPCN: 104

Results for COCCN(C(=O)COC(=O)Cc1cccc(OC)c1)c1c(N)n(CC(C)C)c(=O)[nH]c1=O ?
proCasp3 act: 0; AHR act: 1; CIT2 TOR yeast: 91; LAP4-GFP MLPCN: 103; RPL19A-GFP yeast: 96; procasp7 counter: -2; MEP2 TOR yeast: 92; AGP1-GFP MLPCN: 101

What do the screens show for `COc1ccccc1C(=O)NCc1nnc(SCC(=O)Nc2nccs2)n1C`?
proCasp3 act: 7; AHR act: 13; CIT2 TOR yeast: 94; LAP4-GFP MLPCN: 102; RPL19A-GFP yeast: 102; procasp7 counter: 4; MEP2 TOR yeast: 104; AGP1-GFP MLPCN: 97

Results for CCOc1ccccc1/C=C(/NC(=O)c1ccccc1)C(=O)N(CC)CC ?
proCasp3 act: 6; AHR act: 4; CIT2 TOR yeast: 96; LAP4-GFP MLPCN: 89; RPL19A-GFP yeast: 101; procasp7 counter: -2; MEP2 TOR yeast: 102; AGP1-GFP MLPCN: 95

Results for CN/C=C1\C(=O)C(C)(C)Oc2ccc3ccc(=O)oc3c21 ?
proCasp3 act: 3; AHR act: 29; CIT2 TOR yeast: 95; LAP4-GFP MLPCN: 93; RPL19A-GFP yeast: 98; procasp7 counter: -8; MEP2 TOR yeast: 91; AGP1-GFP MLPCN: 102

Results for Cc1cccn2c(=O)c3cc(S(=O)(=O)c4ccccc4)c(=N)n(Cc4ccco4)c3nc12 ?
proCasp3 act: -8; AHR act: -6; CIT2 TOR yeast: 86; LAP4-GFP MLPCN: 97; RPL19A-GFP yeast: 99; procasp7 counter: -10; MEP2 TOR yeast: 102; AGP1-GFP MLPCN: 94

Results for Cc1ccc(-n2c(C)cc(C(=O)CN3CCCCC3)c2C)cc1 ?
proCasp3 act: -1; AHR act: 1; CIT2 TOR yeast: 105; LAP4-GFP MLPCN: 98; RPL19A-GFP yeast: 108; procasp7 counter: 6; MEP2 TOR yeast: 103; AGP1-GFP MLPCN: 105

How did Cc1cc(C)nc(NS(=O)(=O)c2ccc(NC(=O)C3(c4ccc([N+](=O)[O-])cc4)CCCC3)cc2)n1 do in these assays?
proCasp3 act: 1; AHR act: -1; CIT2 TOR yeast: 89[may fluoresce red]; LAP4-GFP MLPCN: inconclusive; RPL19A-GFP yeast: inconclusive; procasp7 counter: 9; MEP2 TOR yeast: 86[may fluoresce red]; AGP1-GFP MLPCN: 88[may fluoresce red]

How did Cc1cc(C)n(-c2ccc(Cl)c(C(=O)OCC(N)=O)n2)n1 do in these assays?
proCasp3 act: 7; AHR act: 5; CIT2 TOR yeast: 111; LAP4-GFP MLPCN: 107; RPL19A-GFP yeast: 104; procasp7 counter: 5; MEP2 TOR yeast: 107; AGP1-GFP MLPCN: 109

What do the screens show for `O=C(CSc1nc(C2CC2)nc2ccccc12)Nc1ccccc1`?
proCasp3 act: 4; AHR act: -2; CIT2 TOR yeast: 101; LAP4-GFP MLPCN: 93; RPL19A-GFP yeast: 93; procasp7 counter: 3; MEP2 TOR yeast: 104; AGP1-GFP MLPCN: 98

What do the screens show for `Cc1cccc(CSc2ccc(S(=O)(=O)N3CCCC3)cn2)c1`?
proCasp3 act: -7; AHR act: -1; CIT2 TOR yeast: 75; LAP4-GFP MLPCN: 97; RPL19A-GFP yeast: 91; procasp7 counter: -11; MEP2 TOR yeast: 90; AGP1-GFP MLPCN: 91

Results for O=C(CCn1cccn1)Nc1ccc(-c2ccno2)cc1 ?
proCasp3 act: 4; AHR act: 2; CIT2 TOR yeast: 94; LAP4-GFP MLPCN: 99; RPL19A-GFP yeast: 99; procasp7 counter: 0; MEP2 TOR yeast: 96; AGP1-GFP MLPCN: 93

How did O=C(Nc1ccc2[nH]c(=S)sc2c1)c1ccccc1 do in these assays?
proCasp3 act: -6; AHR act: 19; CIT2 TOR yeast: 103; LAP4-GFP MLPCN: 98; RPL19A-GFP yeast: 99; procasp7 counter: -16; MEP2 TOR yeast: 107; AGP1-GFP MLPCN: 103

Results for O=S1(=O)CCC(NC(=S)Nc2ccc3ccccc3c2)C1 (stereo not drawn) ?
proCasp3 act: -3; AHR act: 15; CIT2 TOR yeast: 105; LAP4-GFP MLPCN: 100; RPL19A-GFP yeast: 100; procasp7 counter: 5; MEP2 TOR yeast: 101; AGP1-GFP MLPCN: 104

What do the screens show for `CCN1CCN(S(=O)(=O)c2ccc(C(=O)Nc3ccccc3)cc2)CC1`?
proCasp3 act: 6; AHR act: -2; CIT2 TOR yeast: 98; LAP4-GFP MLPCN: 106; RPL19A-GFP yeast: 100; procasp7 counter: 12; MEP2 TOR yeast: 106; AGP1-GFP MLPCN: 101

Results for CCOC(=O)N1CCN(C(=O)CSc2nc3c(cnn3-c3ccc(C)cc3)c(=O)[nH]2)CC1 ?
proCasp3 act: -5; AHR act: 13; CIT2 TOR yeast: 105; LAP4-GFP MLPCN: 100; RPL19A-GFP yeast: 105; procasp7 counter: 4; MEP2 TOR yeast: 105; AGP1-GFP MLPCN: 109

Looked up by compound from the list above, 2 records:
Results for CCOC(=O)N1CCN(C(=O)CSc2nc3c(cnn3-c3ccc(C)cc3)c(=O)[nH]2)CC1 ?
proCasp3 act: -5; AHR act: 13; CIT2 TOR yeast: 105; LAP4-GFP MLPCN: 100; RPL19A-GFP yeast: 105; procasp7 counter: 4; MEP2 TOR yeast: 105; AGP1-GFP MLPCN: 109

How did Cc1cc(C)n(-c2ccc(Cl)c(C(=O)OCC(N)=O)n2)n1 do in these assays?
proCasp3 act: 7; AHR act: 5; CIT2 TOR yeast: 111; LAP4-GFP MLPCN: 107; RPL19A-GFP yeast: 104; procasp7 counter: 5; MEP2 TOR yeast: 107; AGP1-GFP MLPCN: 109

From PubChem BioAssay
